Growth percent in the NCI-60 one-dose screen (48 h, 10 µM unless noted): 100 = growth as untreated, 0 = no growth, -100 = all killed.
SK-MEL-28 = SK-MEL-28 melanoma. hit rate 4.1% among 81,000
LOX IMVI = LOX IMVI melanoma | hit rate 7.4% among 79,000 | AID 1794757
MCF7 = MCF7 breast cancer; hit rate 6.3% among 82,000
MDA-MB-231 = MDA-MB-231 breast cancer; hit rate 5% among 81,000
MDA-MB-468 = MDA-MB-468 breast cancer | hit rate 8.5% among 78,000
T-47D = T-47D breast cancer; hit rate 5% among 79,000
BT-549 = BT-549 breast cancer. hit rate 4.4% among 78,000. AID 1794793
HS 578T = HS 578T breast cancer. hit rate 4.1% among 78,000. AID 1794788
An asterisk follows results filed as active; x = not tested or not shown; & = joins results of further samples; [ ] = another dose, or the depositor's remark. How the source made its calls: active means growth percent below 10; inactive means the rest.

SMILES	SK-MEL-28	LOX IMVI	MCF7	MDA-MB-231	MDA-MB-468	T-47D	BT-549	HS 578T
CO[C@]12C[C@@H](COC(=O)c3cncc(Br)c3)CN(C)[C@@H]1Cc1cn(C)c3cccc2c13	108	95	103	110	106	97	103	99
Nc1[nH]nc2nc(CCl)n3c4ccccc4nc3c12	118	101	98	106	106	97	112	99
O=[N+]([O-])c1cc(F)cc(F)c1Nc1cc(F)cc(F)c1	111	89	107	92	110	106	94	102
COc1ccccc1C(=O)Nc1cccc(NC(=O)c2ccccn2)c1	106	94	91	109	102	85	109	109
CCCCCCCCCCCC(=O)N(C)C	99	95	90	104	92	93	107	98
CS(=O)(=O)Nc1ccc(C(=O)NC(C(=O)NO)c2ccc(N3CCNCC3)cc2)cc1 (stereo not drawn)	97	103	98	111	101	100	108	105
Cc1cc(OC(=O)CCl)ccc1C(C)(C)C	109	95	97	109	106	x	107	105
CCOC1=C(C#N)CC2(CC1)c1ccccc1-c1ccccc12	102	107	93	x	92	x	93	96
N#Cc1c(-c2ccco2)nc(SCC(O)CN2CCOCC2)nc1N1CCOCC1 (stereo not drawn)	80	104	92	99	85	101	107	74
COc1ccc2[nH]c(=O)c(CSc3cccc(N)c3)cc2c1	70	16	31	73	35	37	75	95
COc1cc2nc(Cl)nc(Nc3cccc(C(=O)/C=C/c4ccc(Br)cc4)c3)c2cc1OC	93	x	32	78	86	72	80	98
O=C1NC(=S)N/C1=C\c1ccccc1O	120	109	101	92	112	100	102	131
Clc1ccc(C2c3ccccc3-c3nccn32)c(Cl)c1 (stereo not drawn)	112	76	81	84	x	56	84	74
COc1cc([N+](=O)[O-])cc(OC)c1OC	104	100	97	112	x	112	108	107
CC(C)=CCC[C@](C)(O)[C@H]1CC[C@]2(C)[C@@H]1CC[C@@H]1[C@@]3(C)CCC(NC(=O)c4ccccc4C(=O)O)C(C)(C)[C@@H]3CC[C@]12C (stereo partly drawn)	34	84	73	83	89	79	113	89
O=c1oc2ccc3ccccc3c2cc1-c1ccn[nH]1	100	93	63	86	95	70	86	87
COc1ccc2cc(-c3ccc(C(=O)N/N=C/c4ccc(C#N)cc4)c(C)n3)ccc2c1	109	97	102	105	119	94	94	116
FC(F)(F)c1nn[nH]n1	113	87	97	116	99	101	109	111
CC1=CN2C(=NC3=C(CCCC/C3=C\c3ccc(Br)cc3)C2c2ccc(Br)cc2)S1 (stereo not drawn)	94	100	82	110	99	91	100	99
CCCCCCCCn1ccc2cc(NC(=O)CN3CCN(c4nc(C)cc(N5CCC(C)CC5)n4)CC3)ccc21	100	91	68	85	73	73	96	99
N#C/C(=C\c1ccccc1)C(=O)Nc1cc(-c2ccccc2)nn1-c1ccccc1	101	97	92	93	90	90	105	100
CCS(=O)(=O)Oc1ccc2c3c(c(=O)oc2c1)CCCCC3	99	103	85	113	81	90	101	98
Fc1cnc(Nc2ccc(OCCN3CCCC3)cc2)nc1NCc1ccco1	91	x	57	72	106	x	88	76
CC(c1ccccc1)n1c(=O)c2cc3c(=O)n(C(C)c4ccccc4)c(=O)c3cc2c1=O (stereo not drawn)	101	100	95	106	100	103	106	109
COc1ccc(NC(=O)Cn2c(=O)c3ccccc3c(=O)n2-c2ccccc2)cc1	96	94	83	79	91	62	99	89
Cc1nc(N)sc1-c1csc(Nc2ccccc2Cl)n1	97	96	77	74	83	88	95	63
CN[C@@H](CCCNC(N)=NC/C=C(/C)CCC=C(C)C)C(=O)N(C)[C@@H](CCCNC(N)=NCC=C(C)C)C(=O)N[C@H](C)[C@H](OS(=O)(=O)O)c1ccc(OS(=O)(=O)O)c(COS(=O)(=O)O)c1	107	100	98	96	97	98	107	97
CCN(CC)CC(O)C=O (stereo not drawn)	103	109	97	114	97	92	114	118
CC12CC[C@@H]3[C@]4(C)COC(c5ccc(Br)cc5)O[C@@H]4CC[C@@]3(C)[C@@H]1CC(C1=CCOC1=O)O2 (stereo partly drawn)	102	74	48	77	40	28	45	84
C/C=C1/CN2CC[C@H]1C(=O)c1[nH]c3ccccc3c1C2	108	97	96	101	96	98	94	101
CCCCCCCCCCCCCCCCSC1CC(=O)N(c2ccc3c(c2)Cc2ccccc2-3)C1=O (stereo not drawn)	114	95	104	97	98	93	105	106
COc1ccccc1C(N)=O	103	100	97	103	104	103	x	98
O=C(CSCC(=O)Nc1ccc2ccccc2c1)NCc1ccco1	113	89	99	108	96	87	94	102
O=C(NCc1cccc(CNC(=O)Nc2nc3ccccc3[nH]2)c1)Nc1nc2ccccc2[nH]1	-77*	-20*	-44*	-67*	-20*	16	29	-15*
Cc1ccc(N2C3=C(CCCC3)C(=O)C2(C)C(=O)OCc2ccccc2)cc1C (stereo not drawn)	97	90	93	86	84	91	98	101
N#Cc1c(N2CCOCC2)nc2sc3cc(Cl)ccc3n2c1=N	103	93	75	76	16	33	129	67
Nc1nc2c(c3cnccc13)C(c1cccc(Br)c1)Cc1cnccc1-2 (stereo not drawn)	49	8.4*	11	4.3*	-16*	44	-16*	42
Nc1nc(Nc2ccccc2O)nc(C(Cl)(Cl)Cl)n1	106	102	105	94	x	90	91	102
Cc1cccc(N2CCN(c3ncnc4sc5c(c34)CCNC5)CC2)c1	84	70	73	70	77	88	73	74
O=c1c(N=Nc2ccc(Cl)cc2)c(O)n(-c2ccc(Cl)cc2)n1-c1ccc(Cl)cc1	75	68	70	84	68	37	90	83
CCCCC(CC)Cn1c(=O)cc(C)c2ccccc21 (stereo not drawn)	100	90	93	102	102	83	93	84
C=C(c1ccccc1)[N+](=O)[O-]	102	107	89	105	109	109	x	130
CCOC(=O)c1c(C)oc2ncnc(N3CCN(CC(=O)Nc4ccccc4)CC3)c12	122	100	102	94	111	96	102	101
CN(CC(O)c1ccccc1)c1ccccc1 (stereo not drawn)	110	98	93	102	107	94	110	98
O=C1c2cccc3c(-c4ccc(-c5nc6c7ccccc7c7ccccc7c6[nH]5)cc4)ccc(c23)C(=O)N1CCN1CCNCC1	119	-56*	-6.7*	63	82	68	95	108
OCCOc1ccc2ccccc2c1	107	94	95	106	111	93	x	101
Oc1c(CN2CCOCC2)cc(CN2CCOCC2)cc1CN1CCOCC1	104&113	99&97	98&97	97&97	117&111	100&98	91&110	101&105
N=C(N)c1ccc(-c2ccc(-c3ccc(Cl)cc3)s2)nc1	108	-89*	-73*	-47*	-56*	56	98	68
O=C1NC(=O)C(=Cc2cc(-c3ccc(Cl)cc3)n(-c3ccccc3)n2)C(=O)N1	99	104	93	100	87	94	84	95
COc1ccccc1NC(=S)/N=C/c1c(O)cc(C)oc1=O	106	97	92	101	103	88	100	97

Remaining list, next part.
SMILES	SK-MEL-28	LOX IMVI	MCF7	MDA-MB-231	MDA-MB-468	T-47D	BT-549	HS 578T
C[C@H]1[C@H]2C3=CC[C@H]4[C@@](C)(CC[C@H]5C(C)(C)c6[nH]c7ccccc7c6C[C@]45C)[C@@H]3CC[C@@]2(C(=O)n2ccnc2)CC[C@@H]1C	101	90	79	101	93	65	99	111
Cc1ccc(C(=O)Sc2nc(-c3ccc(Cl)cc3)c(C#N)c(=O)[nH]2)cc1	110	91	86	110	100	86	106	97
CN1CCCCC1CCN1c2ccccc2Sc2ccc(Cl)cc21 (stereo not drawn)	75	68	22	66	30	71	74	72
O=S(=O)(O)CCCCCCc1ccccc1	117	99	93	118	84	106	92	96
Cc1ccc(N)c(S(=O)(=O)O)c1	126	104	99	109	83	101	104	113
COc1ccc(-c2ccc(NNC(=O)c3ccc(F)cc3)nn2)cc1	101	116	95	96	106	97	101	100
COc1ccc(/C=N/S(=O)(=O)O)cc1OC	97	95	94	121	102	x	101	96
CN1CCN(C2=Nc3ccccc3Oc3ccc(Cl)cc32)CC1	110	103	97	76	100	81	111	104
COc1ccc2nc3c(c(NCCCN(C)C)c2c1)CCCC3	104	87	90	56	78	107	104	94
CC(C(=O)O)c1ccc(-c2ccccc2)cc1 (stereo not drawn)	108	100	97	92	98	91	112	102
CC(=O)Nc1cc(F)ccc1F	108	103	95	113	101	101	155	112
Cc1ccn2c(=S)[nH]nc2c1	108	113	104	107	98	111	108	x
CN1CCN(C(=O)[C@]23CCC(C)(C)C[C@@H]2C2=CC[C@@H]4[C@@]5(C)Cc6c([nH]c7ccccc67)C(C)(C)[C@@H]5CC[C@@]4(C)[C@]2(C)CC3)CC1	90	77	70	79	98	x	97	73
CNCCC(=O)c1ccccc1	104	102	101	107	94	100	102	103
CC(=O)C(=O)NCCCCCCCC(=O)Nc1ccccc1	112	105	98	107	113	97	113	107
COc1ccc(Cc2cnc(NC(=O)c3sc4ccccc4c3Cl)s2)cc1	62	46	17	42	23	34	35	8.8*
C/C(=N/O)[C@H]1CC[C@H]2[C@@H]3CCC4=C/C(=N\O)CC[C@]4(C)[C@H]3[C@H](O)C[C@]12C	106	x	96	112	110	91	109	98
COc1ccc(/C(CSc2nc3[nH]c(=O)n(C)c(=O)c3[nH]2)=N\O)cc1	105	109	99	116	95	x	100	93
CCN1C(=O)N(CC)C2C1NN=c1s/c(=C\c3cccc(F)c3)c(=O)n12 (stereo not drawn)	58	24	20	26	-22*	x	17	18
COc1ccc(C2=NN(C(C)=O)C(c3sc(N4CCOCC4)nc3Cl)C2)cc1 (stereo not drawn)	101	100	97	104	96	92	101	107
CCCCCc1ccc(C)cc1OC(=O)CC	114	98	100	116	115	101	113	107
CCCCCCCCCOC(=O)c1ccc(OC)cc1	95	101	98	114	85	120	100	105
COc1ccc(/C=N/N2CN(C(C)C(=O)O)B(N(CCO)CCO)N=C2N)cc1OC (stereo not drawn)	104[100 µM]	95[100 µM]	105[100 µM]	100[100 µM]	91[100 µM]	94[100 µM]	99[100 µM]	13[100 µM]
COc1ccc(-c2nc3sc(-c4ccccc4)c(-c4ccccc4)n3c2/C=C/C(=O)c2ccccn2)cc1	104	91	62	76	60	64	85	81
CCn1c(-c2ccc3nc(-c4ccc([N+](=O)[O-])cc4)[nH]c3c2)n[nH]c1=S	101	96	90	93	104	89	112	99
O=C(CN1CCN(c2cc(=O)n(-c3ccccc3)c3ccccc23)CC1)N1CCCc2ccccc21	105	88	75	83	43	28	71	89
CN(C)c1ccc(-c2conc2-n2nc(-c3ccccc3)nc2-c2ccccc2)cc1	117	99	94	99	x	98	101	106
Nc1ncnc2c1ccn2-c1cccc(NC(=O)NS(=O)(=O)c2ccc(Cl)cc2)c1	112	101	99	115	112	99	104	x
COc1ccc(Cc2nc3ccccc3s2)cc1OC	109	69	70	83	102	82	84	93
OC(COc1ccc(Cl)cc1)CN1CCN(c2ccccc2Cl)CC1 (stereo not drawn)	103	102	105	108	100	107	93	x
O=C1C(c2nnc(-c3ccccc3)n2-c2cccc(Cl)c2)=C(O)c2ccccc21	110	80	99	89	103	84	106	90
CCC1(CC)Oc2c(OC(C)=O)cccc2C(C)=C1c1ccc(OC)cc1	104	88	115	96	82	91	116	105
CC(C)c1nc2ccccc2n1CC(=O)N/N=C/c1ccc(OCc2ccccc2)cc1	107	93	95	100	89	76	91	84
COc1cccc(-c2nc3occn3c2-c2ccnc(NCCNS(=O)(=O)c3ccc(Br)cc3)n2)c1	98	83	80	75	100	40	91	95
Cc1c(NC(=O)C(C)Sc2nc3sc4c(c3c(=O)n2-c2ccc(Cl)cc2)CCCC4)c(=O)n(-c2ccccc2)n1C (stereo not drawn)	95	98	75	89	105	89	99	78
COC(=O)c1ccccc1NC1=C(Cl)C(=O)c2nc(C)ccc2C1=O	110	89	84	77	102	96	119	99
COc1c(/C(C)=N/N=c2sc(C(C)=O)nn2-c2ccc([N+](=O)[O-])cc2)c(Oc2ccccc2)c(OC)c2occc12	105	89	95	108	103	75	116	107
COc1cccc(/C=N/N2CCCCCC2)c1OC	103	97	x	99	93	101	95	100
NCCCNc1nc(-c2ccccn2)nc2sc3c(c12)CCCCC3	100	78	68	87	94	98	89	87
N=C(N)c1ccc(-c2ccc(-c3cccs3)o2)o1	97	x	93	88	98	82	100	96
O=C1/C(=C/c2ccccn2)NC(=S)N1c1ccccc1Cl	74	12	33	36	36	44	84	72

Molecules above that have an NH in an aromatic ring, in the order listed:
SMILES	SK-MEL-28	LOX IMVI	MCF7	MDA-MB-231	MDA-MB-468	T-47D	BT-549	HS 578T
Nc1[nH]nc2nc(CCl)n3c4ccccc4nc3c12	118	101	98	106	106	97	112	99
COc1ccc2[nH]c(=O)c(CSc3cccc(N)c3)cc2c1	70	16	31	73	35	37	75	95
O=c1oc2ccc3ccccc3c2cc1-c1ccn[nH]1	100	93	63	86	95	70	86	87
FC(F)(F)c1nn[nH]n1	113	87	97	116	99	101	109	111
C/C=C1/CN2CC[C@H]1C(=O)c1[nH]c3ccccc3c1C2	108	97	96	101	96	98	94	101
O=C(NCc1cccc(CNC(=O)Nc2nc3ccccc3[nH]2)c1)Nc1nc2ccccc2[nH]1	-77*	-20*	-44*	-67*	-20*	16	29	-15*
O=C1c2cccc3c(-c4ccc(-c5nc6c7ccccc7c7ccccc7c6[nH]5)cc4)ccc(c23)C(=O)N1CCN1CCNCC1	119	-56*	-6.7*	63	82	68	95	108
C[C@H]1[C@H]2C3=CC[C@H]4[C@@](C)(CC[C@H]5C(C)(C)c6[nH]c7ccccc7c6C[C@]45C)[C@@H]3CC[C@@]2(C(=O)n2ccnc2)CC[C@@H]1C	101	90	79	101	93	65	99	111
Cc1ccc(C(=O)Sc2nc(-c3ccc(Cl)cc3)c(C#N)c(=O)[nH]2)cc1	110	91	86	110	100	86	106	97
Cc1ccn2c(=S)[nH]nc2c1	108	113	104	107	98	111	108	x
CN1CCN(C(=O)[C@]23CCC(C)(C)C[C@@H]2C2=CC[C@@H]4[C@@]5(C)Cc6c([nH]c7ccccc67)C(C)(C)[C@@H]5CC[C@@]4(C)[C@]2(C)CC3)CC1	90	77	70	79	98	x	97	73
COc1ccc(/C(CSc2nc3[nH]c(=O)n(C)c(=O)c3[nH]2)=N\O)cc1	105	109	99	116	95	x	100	93
CCn1c(-c2ccc3nc(-c4ccc([N+](=O)[O-])cc4)[nH]c3c2)n[nH]c1=S	101	96	90	93	104	89	112	99

Compound activity: PubChem BioAssay, NCI
